Assay outcomes (PubChem BioAssay)
Vif-A3G inh: blocks the Vif interaction with human APOBEC3G; 410,000 compounds, 0.076% hits; HeLa A3G-eYFP + Vif (tagged APOBEC3G with the HIV-1 protein that degrades it), YFP fluorescence, overnight; AID 602310; Potency, µM (highest dose often 46.1 µM), for inactives: at the top dose activity, negative = active, hits mostly inhibitors;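 further: potency means the concentration at half of the fitted maximal effect; on the % scale 0 is the no-effect control and ±100 the full control effect; nearly all actives have a fitted effect of over 60% in size; hits raise eYFP signal because A3G escapes Vif-driven loss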
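HeLa cells stably expressing Vif and C-terminally eYFP-tagged A3G, seeded overnight at 37 deg C, then exposed to compound by pintool overnight at 37 deg C. Rise in yellow fluorescence (Ex 488/Em 500-530, Acumen) marks blocked Vif-driven A3G degradation.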
mIDH1 inhibitor: inhibitors of human mutant IDH1 R132H. IDH1-R132H enzyme, NADPH consumption, diaphorase/resazurin fluorescence. AID 602179. Potency, µM (series often up to 76.6 µM), for inactives: at the highest dose activity change, negative = inhibition, actives largely listed as inhibitors. O75874. 390,000 compounds, 0.093% hits; further: potency means the concentration at half of the fitted maximal effect; on the % scale 0 is the no-effect control and ±100 the full control effect; nearly all actives have a fitted effect of over 65% in size
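IDH1-R132H (0.5 ug/mL dispensed) in pH 7.5 Tris buffer was preincubated 30 min with compound, then given a substrate mix of 0.016 mM NADPH and 2 mM alpha-KG for 80 min at room temperature; remaining NADPH was read by diaphorase/resazurin fluorescence.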
LDHA block: LDHA (human) enzyme inhibition; P00338; purified LDHA, NADH/diaphorase-resazurin fluorescence; stronger effect = lower value; activity change, % (values are at about 110 or 230 µM); 480,000 compounds, 0.15% hits; in the data active means activity change below about -30%; inconclusive means mostly about -25% to -30%;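 further: plate controls were DMSO wells for no effect and wells without enzyme for full effect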
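Enzyme activity of human lactate dehydrogenase 5 (2 nM; 0.06 mM NADH, 0.2 mM pyruvate, 5 min, RT) is measured via a resazurin/diaphorase fluorescence readout of residual NADH.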
USP1 inh: blocks the human USP1/UAF1 deubiquitinase complex | O94782 | recombinant USP1/UAF1, Ub-Rhodamine cleavage fluorescence | Potency, µM (series often up to 57.1 µM), inactives show at the top dose activity change, negative = inhibition, usual class: inhibitors | 390,000 compounds, 0.23% hits | AID 743255; further: potency means the concentration at half of the fitted maximal effect; on the % scale 0 is the no-effect control and ±100 the full control effect; nearly all actives have a fitted effect of over 60% in size; inactives centre near -12
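USP1/UAF1 complex at 1 nM was preincubated with compound for 15 min at room temperature, then Ub-Rho substrate (150nM final) was added. Fluorescence (480/540 nm) was read kinetically, 6 reads every 60 seconds.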
PI4K2A inh: PI4K2A (human) kinase inhibition; activity change, negative = inhibition, % at 76.9 µM; purified PI4K2A, ADP-Glo luminescence, 1 h; stronger effect = lower value; AID 1346378; Q9BTU6; 420,000 compounds, 0.13% hits; in the data active means activity change below about -50%; inconclusive means mostly about -30% to -49%;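 further: -100% = wells without enzyme as full effect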
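In this quantitative HTS, ADP production by PI4K2A was quantified luminescently after 1 h at ambient temperature; 100 microM adenosine served as plate-quality control.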
RXFP1 ag: activates the human relaxin receptor RXFP1 | Q9HBX9 | HEK293T-RXFP1 cAMP TR-FRET, 30 min; response scale: percent of porcine relaxin response, buffer zero | Potency, µM (highest dose often 57.5 µM), without a hit: at the top dose activation, usual class: activators | 370,000 compounds, 0.3% hits; further: potency means the concentration at half of the fitted maximal effect; on the % scale 0 is the no-effect control and ±100 the full control effect; nearly all actives have a fitted effect of over 60% in size; many of its hits are not listed in these tables
Target sequence (Q9HBX9 whole entry, looked up): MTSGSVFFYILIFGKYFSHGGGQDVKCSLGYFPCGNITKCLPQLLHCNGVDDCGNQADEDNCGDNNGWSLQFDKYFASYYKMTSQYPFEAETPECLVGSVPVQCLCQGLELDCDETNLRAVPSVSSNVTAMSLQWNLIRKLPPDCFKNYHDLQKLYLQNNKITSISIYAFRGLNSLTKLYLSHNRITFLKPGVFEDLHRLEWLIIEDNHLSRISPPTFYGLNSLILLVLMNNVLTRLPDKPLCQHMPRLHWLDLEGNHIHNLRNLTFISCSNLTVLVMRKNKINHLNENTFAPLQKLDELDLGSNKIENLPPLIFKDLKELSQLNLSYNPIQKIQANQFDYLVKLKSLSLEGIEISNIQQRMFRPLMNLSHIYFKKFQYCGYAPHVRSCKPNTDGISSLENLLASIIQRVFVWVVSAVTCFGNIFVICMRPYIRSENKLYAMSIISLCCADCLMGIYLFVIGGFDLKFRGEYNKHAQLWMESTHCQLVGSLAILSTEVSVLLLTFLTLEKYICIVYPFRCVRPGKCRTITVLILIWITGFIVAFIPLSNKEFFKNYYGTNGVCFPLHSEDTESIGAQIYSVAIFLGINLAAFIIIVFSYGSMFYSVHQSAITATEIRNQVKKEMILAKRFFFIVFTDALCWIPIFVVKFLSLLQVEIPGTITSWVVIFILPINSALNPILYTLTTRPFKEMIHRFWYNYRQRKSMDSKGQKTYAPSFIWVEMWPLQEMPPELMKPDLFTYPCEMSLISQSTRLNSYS
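HEK293T cells stably expressing RXFP1 were pretreated with the PDE4 inhibitor Ro 20174, exposed to compounds for 30 min at 37C, lysed, and cAMP was read by TR-FRET. Data normalized to buffer (basal) and 29 nM porcine relaxin (100%).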
TrxR1 substrate: is turned over as a substrate by rat TrxR1. O89049. purified TrxR1 substrate turnover, NADPH consumption readout. Potency, µM (top dose mostly 114 µM), for the others: at the top dose activity change, negative = substrate turnover. 390,000 compounds, 0.01% hits; further: potency means the concentration at half of the fitted maximal effect; on the % scale 0 is the no-effect control and ±100 the full control effect; nearly all actives have a fitted effect of over 50% in size
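Rat TrxR1, dispensed at 90 nM, was prereduced with 400 uM NADPH (final) for 5 min at ~22 deg C, then incubated with compound 15 min before 400 uM selenite. A first-read NADPH fluorescence drop versus no-compound background flagged substrates.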
Glioma ERSR ind: induces the endoplasmic reticulum stress response in human glioma cells; U87-MG GRP78 promoter luciferase reporter, 16 h; Potency, µM, without a hit: at the top dose activation, hits mostly activators; 420,000 compounds, 0.02% hits; AID 602332; further: potency means the concentration at half of the fitted maximal effect; series mostly up to about 76 µM; % of control where 0% means no effect; nearly all actives have a fitted effect of over 35% in size
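Stably transfected U87-MG human glioma cells carrying a GRP78-based luminescent sensor were seeded at 1000 cells/well, pin-dosed with compounds and incubated 16 h. Luciferase reagent was then added, and end-point luminescence was read after 10 min at room temperature.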
Vif-APOBEC3F blk: blocks the Vif interaction with APOBEC3F. HeLa A3F-eYFP + Vif (tagged APOBEC3F with the HIV-1 protein that degrades it), YFP fluorescence increase. Potency, µM (series often up to 46.1 µM), without a hit: at the highest dose activity, negative = active. 390,000 compounds, 0.2% hits; further: potency means the concentration at half of the fitted maximal effect; % of control where 0% means no effect; nearly all actives have a fitted effect of over 65% in size
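HeLa cells stably expressing Vif plus C-terminally eYFP-tagged A3F were seeded, incubated overnight at 37 deg C, dosed with compound, incubated overnight again at 37 deg C. Yellow fluorescence (Ex 488/Em 500-530) reported blocked Vif-mediated A3F-eYFP degradation.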
* = called active by the depositor; ? = inconclusive; · = no result given; & = joins results of further samples; [ ] = dose if it differs, or a comment. Unless noted, the call rests on the fitted dose curve; in most records, active means well fitted curve in the direction sought with a large enough effect; inconclusive means small, poorly fitted or top-dose-only effect, or another doubt; inactive means no such curve, though single readings can be large; an effect the other way counts as inactive or inconclusive. The list is partial; count on the stated rates, not on these rows.

SMILES	Vif-A3G inh	mIDH1 inhibitor	LDHA block	USP1 inh	PI4K2A inh	RXFP1 ag	TrxR1 substrate	Glioma ERSR ind	Vif-APOBEC3F blk
COc1ccc(-n2c(C)cc(C(=O)CN3C(=O)NC4(CCCc5sccc54)C3=O)c2C)cc1 (configuration not stated)	-1%	-6%	1	-22%	-2	3.3%	-12%	2%	3%
CC(C)(CO)NC(=O)C12CC3CC(CC(Br)(C3)C1)C2	1%	-2%	-5	9%	-25	1.3%	8%[57.1 µM]	-4%	-3%
CC1(C)C2CCC1(C)C(NC(=O)/C=C/c1ccccc1)C2 (configuration not stated)	-1%	5%	-2	-2%	-4	1.7%	-3%[57.1 µM]	10%	-30%
N#CC(c1ccccc1)C(CC(=NO)c1ccccc1)c1ccccc1 (configuration not stated)	-10%	-1%	-1	-31%	-2	·	·	-1%	-16%
CC(Sc1nnc(-c2cccnc2)n1N)C(=O)NCCC1=CCCCC1 (configuration not stated)	2%	1%	1	-19%	3	1.7%	-6%	-1%	5%
CCOC(=O)[C@@H]1[C@H]2COc3cc(OC)ccc3[C@@H]2N2C(=O)N(c3cccc(F)c3)C(=O)[C@@]12C	-1%	8%	7	-22%	-4	-1.3%	13%	-6%	-20%
CCCc1ccc(-c2csc(NC(=O)C3=COCCO3)n2)cc1	4%	-5%	-2	-24%	-3	0.7%	-1%	4%	11%
Cc1ccccc1OCCCCc1c(C)n[nH]c1C	0%	9%	1	-12%	-3	0.1%	2%	-4%	-5%
COc1ccccc1NC(=O)COc1cccnc1[N+](=O)[O-]	-1%	12%	1	-14%	3	·	0%	-1%	3%
Cc1ccc(-n2nnnc2SCn2nnc3ccccc3c2=O)cc1	-1%	4%	-1	-1%	-12	0.4%	-12%	-9%	·
COc1ccc(N2CCN(C(=O)c3c(-c4ccccc4)noc3C)CC2)cc1	0%	2%	7	-1%	4	0.0%	-3%	-2%	1%
O=C(COC(=O)CNC(=O)C12CC3CC(CC(C3)C1)C2)NC1CCS(=O)(=O)C1 (configuration not stated)	4%	12%	-1	-15%	-19	-0.5%	4%[57.1 µM]	3%	2%
CSc1nc2c(cc1C#N)CCCCC2	-4%	0%	-2	-7%	4	4.7%	-7%	-4%	-13%
CCOc1ccc(NC(=O)c2ccc(F)c(S(=O)(=O)N(Cc3ccc(C(=O)OC)cc3)Cc3ccc(OC)c(OC)c3)c2)cc1	-2%	-2%	-2	-8%	2	3.6%	-1%[57.1 µM]	1%	1%
Nc1nnc(SC2CCCC2)s1	-4%	1%	-4	-18%	-4	0.5%	-4%	-1%	-4%
O=C(c1cccs1)N1CCN(CCCc2ccccc2)CC1	1%	9%	?	5%	5	2.9%	4%	1%	-2%
O=Cc1c(Nc2ccccc2Cl)nc2ccccn2c1=O	-3%	-3%	-3	-14%	0	0.6%	4%	0%	-13%
Cc1ccc(NC(=O)COC(=O)c2ccc([N+](=O)[O-])o2)cc1S(=O)(=O)N1CCCCCC1	4%	-5%	1	-25%	-2	1.5%	-3%	-3%	-3%
CCc1ccccc1NC(=O)CCC(=O)N1CCSc2ccccc21	-1%	-2%	3	-13%	3	0.3%	1%[57.1 µM]	-1%	1%
Fc1ccc2cc(-c3ccccc3F)ncc2c1	-2%	3%	2	1%	-15	·	-2%	3%	-6%
COc1ccc(-c2noc(CCCC(=O)N3CCOCC3)n2)cc1	1%	5%	0	-20%	-8	1.0%	7%	0%	-2%
O=C(Nc1ccnn1C1CCN(Cc2c[nH]c3ccccc23)CC1)c1ccccc1	2%	-8%	-2	-21%	-2	-3.5%	6%[57.1 µM]	0%	4%
CCOC(=O)COc1ccc2c(c1)c(C(C)=O)c(C)n2-c1ccccc1	1%	6%	1	0%	-1	0.0%	-9%	-5%	-3%
O=C(O/N=C1\CCCc2ccccc21)c1cccc(Cl)c1	-1%	9%	-2	-23%	-3	0.2%	-4%	-1%	-1%
CN(C)CCn1c2c(c(SCC(=O)Nc3nccs3)nc1=O)CCCC2	-2%	0%	-1	-12%	-5	2.5%	-10%	-3%	-6%
SMILES	Vif-A3G inh	mIDH1 inhibitor	LDHA block	USP1 inh	PI4K2A inh	RXFP1 ag	TrxR1 substrate	Glioma ERSR ind	Vif-APOBEC3F blk
Cc1noc(C)c1CSCC(=O)Nc1cc(C(F)(F)F)ccc1N1CCOCC1	-1%	1%	-6	3%	4	-0.2%	-11%	-2%	5%
O=C(Oc1ccc(C(=S)N2CCOCC2)cc1)c1ccc(F)cc1	-2%	8%	2	1%	0	0.8%	8%[2.29 µM]	-1%	-5%
O=C(Nc1ccccc1)OCCOc1ccc(Br)cc1	-1%	6%	-12	-2%	-2	-1.6%	-6%	2%	0%
CN(CCc1ccccc1)C1CCCN(S(=O)(=O)CC(F)(F)F)C1 (configuration not stated)	0%	-3%	-7	-19%	10	14%	-1%	1%	-6%
CC1(C)CC(=O)C(C=NCCN2CCN(C(=O)CC3CCCC3)CC2)=C(O)C1	1%	5%	0	-11%	-4	1.2%	-1%	-3%	4%
CCN(C(=O)COC(=O)c1ccc2c(c1)OCO2)c1c(N)n(Cc2ccccc2)c(=O)[nH]c1=O	0%	7%	-2	-7%	3	1.3%	0%	-3%	-3%
COCC(=O)n1nc(-c2ccccc2)nc1NCc1cccs1	0%	2%	-8	-20%	0	2.3%	10%[57.1 µM]	-2%	0%
CCOc1ccc(C(=O)/C=C/c2cn(CC(O)CN3CCc4ccccc43)c3ccccc23)cc1 (configuration not stated)	-1%	5%	6	?	8	4.5%	-2%	-5%	-3%
CCn1c(NC(=O)c2ccco2)c(-c2ccccc2Cl)c(=O)c2ccccc21	5%	1%	-9	-17%	5	2.2%	-6%	-3%	3%
CC1CC(C)CN(S(=O)(=O)c2cc3c4c(c2)C(C)C(=O)N4CCC3)C1 (configuration not stated)	2%	-1%	-1	-16%	0	1.9%	-2%	-2%	-1%
CN(C)CCCNC(=O)Cc1ccc(Br)cc1	-1%	8%	-4	-1%	2	1.7%	-7%	-1%	4%
Cc1ccc(NC(=O)CSc2nnc(COc3ccc(Cl)cc3)o2)cc1	0%	5%	3	-5%	-2	-0.5%	6%	-1%	1%
COc1ccc(Cl)cc1-c1nc(SCC(=O)NCC2CCCO2)n[nH]1 (configuration not stated)	-6%	30%	-12	-2%	1	-0.8%	0%	-2%	-8%
CCC1CCC/C1=N\NC(=O)c1ccccc1C (configuration not stated)	-2%	3%	-3	-12%	0	·	-22%[57.1 µM]	0%	12%
CCN(CC)c1ccc(NC(=O)Cn2cc3c(n2)CCCC3)c(C)c1	1%	19%	7	-5%	-2	0.1%	1%	-3%	-5%
Cc1ccc(NC(=O)CN2C(=O)c3ccccc3Sc3ncccc32)c(C)c1	1%	-14%	-1	?	3	-0.1%	-6%	-1%	1%
CCC1(C)Cc2c(sc3nnn(CC(=O)Nc4ccccc4C)c(=O)c23)CO1 (configuration not stated)	0%	14%	-2	-5%	8	3.5%	-3%	-4%	4%
CCOc1ccc(CN(C)C(=O)c2ccc3ccccc3n2)cc1	0%	7%	-2	-15%	4	1.3%	-5%	-2%	6%
Cc1nonc1NC(=O)CSc1nc(CCC2CCCC2)nc2ccccc12	-2%	4%	-9	-1%	0	?	-4%	1%	-8%
Cc1ccc(NC(=S)Nc2ccc3cn[nH]c3c2)c(C)c1	-1%	2%	3	-4%	9	1.1%	9%[57.1 µM]	0%	-12%
CCOC(=O)CC(=O)CSc1nc(N)c(C#N)c(-c2ccc(Cl)cc2)c1C#N	1%	0%	-11	-8%	-3	3.5%	10%	-2%	0%
C[C@H](CO)N1C[C@H](C)[C@@H](CN(C)S(=O)(=O)c2cccs2)Oc2c(NC(=O)Nc3ccc4c(c3)OCO4)cccc2C1=O	-4%	10%	7	-10%	0	·	-6%[57.1 µM]	3%	5%
Cc1ccc(C(=O)NCCc2c[nH]c3ccccc23)c(C)c1	-1%	17%	-6&2	-6%	0	1.2%	8%	-2%	-23%
O=C(COc1cccc2ccccc12)NNC(=O)c1cccs1	-3%	1%	3	-17%	2	1.1%	0%	-4%	0%
O=C(CCc1ccccc1)Nc1ccc(NS(=O)(=O)c2ccccc2)cc1	4%	0%	-5	-6%	5	-0.4%	-8%	-4%	-4%
N=c1c(C(=O)NCCN2CCOCC2)cc2c(=O)n3ccccc3nc2n1Cc1ccc(F)cc1	0%	-1%	-1	-23%	4	8.5%	98%[activator]	-7%	-11%
CSC1=NC2(C)CCCCC2C12C=CC(=O)C=C2 (configuration not stated)	0%	11%	-2	-9%	-4	3.4%	-8%	0%	-1%

Record cards, from the list above.
`Cc1ccc(NC(=O)COC(=O)c2ccc([N+](=O)[O-])o2)cc1S(=O)(=O)N1CCCCCC1` is listed with Vif-A3G inh: 4%; mIDH1 inhibitor: -5%; LDHA block: 1; USP1 inh: -25%; PI4K2A inh: -2; RXFP1 ag: 1.5%; TrxR1 substrate: -3%; Glioma ERSR ind: -3%; Vif-APOBEC3F blk: -3%
`Cc1ccc(NC(=S)Nc2ccc3cn[nH]c3c2)c(C)c1` is listed with Vif-A3G inh: -1%; mIDH1 inhibitor: 2%; LDHA block: 3; USP1 inh: -4%; PI4K2A inh: 9; RXFP1 ag: 1.1%; TrxR1 substrate: 9%[57.1 µM]; Glioma ERSR ind: 0%; Vif-APOBEC3F blk: -12%
